# Screening data (PubChem)
# uPA generation: cell surface uPA generation inhibition. cell surface uPA generation assay, qHTS. actives 0.31% (n = 330,000). Potency, µM (top dose mostly 38.3 µM), without a hit: top-dose activity change, negative = inhibition, actives largely listed as inhibitors; active means well fitted inhibition curve with a large enough effect; inconclusive means small, poorly fitted or top-dose-only effect; inactive means no such curve, though single readings can be large or run the other way; tested in mouse RAW 264.7 cells; further: potency means the concentration at half of the fitted maximal effect; on the % scale 0 is the no-effect control and ±100 the full control effect; nearly all actives have a fitted effect of over 55% in size
# Eya2 phos inh: inhibitors of human Eya2 phosphatase activity; actives 0.006% (n = 330,000); recombinant Eya2, OMFP fluorescence dephosphorylation (OMFP is methylfluorescein phosphate); Potency, µM (titrated, usually from 76.9 µM), for the others: top-dose activity, negative = inhibition, most hits filed as inhibitors; further: potency means the concentration at half of the fitted maximal effect; on the % scale 0 is the no-effect control and ±100 the full control effect
#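 Eya2 protein (added as 0.2 uM solution) was preincubated with compound for 10 min at ambient temperature in 50 mM HEPES pH 7.5, 50 mM NaCl, 5 uM MgCl2, 0.05% BSA, 1 mM DTT. OMFP (added at 50 uM) then reacted 10 min; fluorescence read at 485/525 nm.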
# TCR act: T cell receptor activation; primary human leukocytes, anti-CD3, IL-2 HTRF, 48 h; Potency, µM (series often up to 9.22 µM), inactives show at the highest dose activation of IL-2 secretion, most hits filed as activators; 330,000 tested, under 10 active; further: % of control where 0% means no effect
#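 Primary human leukocytes were stimulated with a-CD3 beads plus compounds for 48 hr without co-stimulation; secreted IL-2 was quantified by HTRF using a-IL-2-K (europium cryptate) and a-IL-2-d2, excited at 320nm with acceptor emission read at 665nm.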
# TSHR antag: human thyrotropin receptor antagonism | P16473 | TSHR-expressing cells, TSH-stimulated cAMP HTRF, 2 h; active compounds read low | activity change, negative = inhibition, % at 11.5 µM | actives 0.2% (n = 330,000);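 active means activity change below a set negative limit, meaning inhibition stronger than a set level, cut at about -70% in these data; inconclusive means activity change between two set negative limits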; further: on the % scale 0 is the no-effect control and ±100 the full control effect
# Target sequence (P16473 whole entry, looked up): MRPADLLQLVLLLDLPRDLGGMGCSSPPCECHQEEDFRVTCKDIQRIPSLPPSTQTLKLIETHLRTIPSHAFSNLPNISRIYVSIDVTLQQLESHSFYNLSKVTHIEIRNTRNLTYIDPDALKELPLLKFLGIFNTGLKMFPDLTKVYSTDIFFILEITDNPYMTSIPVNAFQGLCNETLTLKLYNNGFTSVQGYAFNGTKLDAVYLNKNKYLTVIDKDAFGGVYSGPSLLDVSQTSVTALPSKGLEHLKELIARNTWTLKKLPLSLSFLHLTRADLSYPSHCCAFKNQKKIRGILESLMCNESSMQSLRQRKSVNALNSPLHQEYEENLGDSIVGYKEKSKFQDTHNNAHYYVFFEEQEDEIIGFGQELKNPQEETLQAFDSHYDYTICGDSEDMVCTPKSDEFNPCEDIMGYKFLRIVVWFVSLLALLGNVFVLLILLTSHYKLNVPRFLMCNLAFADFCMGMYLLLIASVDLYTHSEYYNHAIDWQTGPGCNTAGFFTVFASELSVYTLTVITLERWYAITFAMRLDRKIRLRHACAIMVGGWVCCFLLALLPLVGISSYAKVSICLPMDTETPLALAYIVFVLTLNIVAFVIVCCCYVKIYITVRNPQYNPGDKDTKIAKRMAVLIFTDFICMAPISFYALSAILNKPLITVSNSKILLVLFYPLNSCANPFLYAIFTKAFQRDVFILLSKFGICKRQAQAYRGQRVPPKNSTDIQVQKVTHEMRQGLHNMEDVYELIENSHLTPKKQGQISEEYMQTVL
#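 Cell-based HTRF cAMP assay; TSHR cells + compound, TSH EC80 (4nM final), 2 h, 37 deg C. Lysis with anti-cAMP cryptate and cAMP-d2, 30 min RT, read 665/620 nm.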
# USP2a inh: inhibitors of human ubiquitin-specific protease USP2a. USP2 core, Ub-CHOP2 coupled fluorogenic reporter, 485/531. O75604. Potency, µM (titrated, usually from 38.3 µM), without a hit: at the top dose activity change, negative = inhibition, hits mostly inhibitors. actives 0.01% (n = 330,000);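 further: potency means the concentration at half of the fitted maximal effect; plate controls were DMSO wells for no effect and full inhibition by NEM control for full effect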
#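 Deubiquitinase activity read as fluorescence (485/531 nm) after Ub-CHOP2 cleavage activates the enterokinase reporter on its substrate; USP2 core 10nM, Ub-CHOP2 and substrate 25nM each, 30min compound preincubation then 60min RT; data normalized to NEM, curves fitted.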
# Mito fusion yeast: inhibitors of mitochondrial division or activators of mitochondrial fusion. S. cerevisiae fusion-defective mutant growth rescue, CellTiterGlo 48 h. actives 0.23% (n = 320,000). Potency, µM (series often up to 46.1 µM), for inactives: at the highest dose growth rescue (activation), most hits filed as activators. AID 485298;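 further: potency means the concentration at half of the fitted maximal effect; % of control where 0% means no effect; nearly all actives have a fitted effect of over 45% in size; temperature-sensitive fusion mutants such as fzo1-1 at 37 °C on non-fermentable ethanol glycerol medium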
#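 Temperature-sensitive fusion-defective S. cerevisiae (e.g. fzo1-1, mgm1-5) were grown with compound in YPEG medium (3% ethanol, 3% glycerol) for 48 hours at 37C. Growth rescue was measured as viability by CellTiterGlo luminescence after 10 minutes at ambient.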
# BCR signal inh: blocks chronic active B-cell receptor signaling. ABC-DLBCL IkBa-CBG/CBR reporter, luminescence ratio, 4 h. Potency, µM (series often up to 46.1 µM), inactives show at the top dose ratio change, negative = lower green/red ratio, hits mostly inhibitors. actives 0.05% (n = 340,000); active means well fitted inhibition curve with a large enough effect in the signal ratio, with a control signal flat, not every such curve was filed as active; inconclusive means small, poorly fitted or top-dose-only effect, or effect the other way, or a change in a side signal; the % refers to the signal ratio;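 further: potency means the concentration at half of the fitted maximal effect; plate controls were basal doxycycline-induced cells for no effect and cells given 10 µM MG132 for full effect; MG132 reads +100%, hits lower the ratio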
#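 TMD8 human ABC-DLBCL cells with doxycycline-inducible IκBα–green luciferase fusion and unfused red luciferase, in 0.5% FBS medium; compounds up to 46 uM, 4 h at 37C. Green/red luminescence ratio, filter-overlap corrected, fitted to concentration-response curves.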
# ELG1 repair inh: blocks ELG1-dependent DNA repair in HEK293T cells. actives 2.3% (n = 330,000). HEK293T ELG1-luciferase reporter, luminescence, 16 h; DNA damage induced by 5-fluorouridine. Potency, µM (doses to about 46.1 µM), inactives show at the top dose activity change, negative = inhibition, most hits filed as inhibitors; further: potency means the concentration at half of the fitted maximal effect; on the % scale 0 is the no-effect control and ±100 the full control effect; nearly all actives have a fitted effect of over 55% in size
#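 Quantitative HTS, concentration-response format. 2,000 cells/well co-treated with 5-fluorouridine and compound, 16 hr in 5% CO2 at 37 °C; ONE-Glo luminescence read after 30 min.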
# Tb PFK inh: blocks T. brucei phosphofructokinase; Potency, µM (series often up to 57.5 µM), inactives show at the top dose activity, negative = inhibition, actives largely listed as inhibitors; actives 0.17% (n = 330,000); T. brucei PFK, ADP-Glo luminescence; O15648;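 further: potency means the concentration at half of the fitted maximal effect; 0% = uninhibited 1x PFK enzyme wells and -100% = no-enzyme wells; nearly all actives have a fitted effect of over 60% in size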
#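 Activity is normalized to no-enzyme wells (full inhibition) and 1.25 nM enzyme wells (no inhibition). Reaction: 0.5 mM F6P, 0.1 mM ATP, 45 min RT, ADP-Glo luminescence; concentration-response curves fitted and classed by quality.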
# B2AR arrestin: agonists driving beta-arrestin recruitment to human beta2-adrenergic receptor | beta-arrestin recruitment to beta2AR, cell-based reporter | Potency, µM (doses to about 46.1 µM), for the others: at the top dose activation, most hits filed as activators | actives 0.02% (n = 330,000);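 further: potency means the concentration at half of the fitted maximal effect; 0% = DMSO controls and full agonism = EC100 isoproterenol or metaproterenol; nearly all actives have a fitted effect of over 65% in size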
# PTAP TSG101 blk: blocks PTAP/TSG101 interaction to inhibit HIV-1 budding; Q99816; Potency, µM (titrated, usually from 115 µM), for the others: at the top dose activity change, negative = inhibition, usual class: inhibitors; Fluorescence polarization, FITC-PTAP peptide / Tsg101 binding; 340,000 tested, under 10 active; active means well fitted inhibition curve with a large enough effect in the main read-out, with a control signal flat, not every such curve was filed as active; inconclusive means small, poorly fitted or top-dose-only effect, or effect the other way, or a change in a side signal; inactive means no such curve, though single readings can be large or run the other way; further: potency means the concentration at half of the fitted maximal effect; % of control where 0% means no effect
#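 Compounds were pin-transferred onto Tsg101 binding domain (10 uM final) in HEPES pH 7.5 buffer, then FITC-PTAP peptide was added at 50 nM final. After 20 min at RT, polarization reported peptide displacement across a qHTS concentration series.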
# * hit, by the source's call; ? = inconclusive; nt = not tested or not shown; [ ] = another dose, or the depositor's remark. Unless noted, the call rests on the fitted dose curve; in most records, active means well fitted curve in the direction sought with a large enough effect; inconclusive means small, poorly fitted or top-dose-only effect, or another doubt; inactive means no such curve, though single readings can be large; an effect the other way counts as inactive or inconclusive.
SMILES,uPA generation,Eya2 phos inh,TCR act,TSHR antag,USP2a inh,Mito fusion yeast,BCR signal inh,ELG1 repair inh,Tb PFK inh,B2AR arrestin,PTAP TSG101 blk
CC(C)(C)OC(=O)C[C@H]1C/C=C\C[C@H](CC(=O)NCCO)C(=O)NC[C@H](c2ccccc2)OC1=O,10%,1%,-41%,15,-6%,nt,-1%,?,-3%,-4.0%,nt
CCOc1ccc(S(=O)(=O)N2CCN(c3ccccc3F)CC2)c2cccnc12,1%,-2%,1%[46.1 µM],0,-1%,18%,-13%,-16%,-7%,0.2%,-8%
O=C(/C=C/c1ccc2c(c1)OCCO2)N1CCN(c2ccc(F)cc2)CC1,-5%,4%,-8%,-10,-3%,8%,4%,-9%,-1%,-0.2%,5%
CCCCOc1ccc(Nc2cc(Cl)ccc2C(=O)O)cn1,3%,-6%,3%,-27,-1%,-35%[inhibitor],13%,4%,-3%,-0.8%,-8%
Cc1ccc(NC(=O)COC(=O)C2CC2(Cl)Cl)cc1C (configuration not stated),7%,8%,3%,17,1%,-10%,1%,12%,3%,-0.1%,-1%
O/N=C/c1ccc(-c2cc(Cl)ccc2Cl)o1,3%,-2%,4%[46.1 µM],0,1%,0%,1%,?,0%,0.4%,0%
CN1C(=O)CSC1=NCC12CC3CC(CC(C3)C1)C2,-4%,7%,-45%,-3,-1%,3%,-4%,1%,-2%,0.4%,0%
O=C(c1cccc(S(=O)(=O)N2CCN(c3ccc(F)cc3)CC2)c1)N1CCCC1,-9%,5%,5%,-12,0%,nt,0%,-18%,0%,-0.7%,-9%
COc1ccc(/C=N\NC(=O)c2ccc(-c3ccccc3)cc2)cc1COC(C)=O,-8%,-8%,0%,-8,-1%,-1%,?,-24%,-4%,0.3%,-5%
O=C(C1CCN(S(=O)(=O)c2ccc(Br)cc2)CC1)N1CCOCC1,-3%,-4%,-2%,-34,-1%,-5%,-1%,12%,14%,-0.4%,0%
COc1cc2c(cc1OC)CN(c1ccc(C(F)(F)F)cn1)CC2,-5%,-6%,-3%,-19,4%,-2%,-21%,?,-2%,-0.2%,2%
CS(=O)(=O)N(Cc1nc(-c2ccc(F)cc2)no1)c1ccccc1Cl,-4%,-1%,7%,18,-1%,15%,?,?,1%,-0.2%,-3%
CC(C)(CC(=O)O)CC(=O)N1CCN(c2nc3ccc(Cl)cc3s2)CC1,?,-16%,8%,-8,1%,6%,5%,5%,-1%,-0.2%,-4%
Cc1ccc(C(=O)NCCc2ccc(S(=O)(=O)N3CCCC3)cc2)cc1,-2%,-2%,0%,4,0%,-4%,15%,-13%,5%,0.0%,-3%
CC(NC(=O)c1ccccc1)c1nnc(SCc2nc3ccccc3c(=O)[nH]2)n1C (configuration not stated),1%,-8%,-1%,-1,0%,2%,6%,14%,0%,0.2%,-3%
O=C(COc1ccc([N+](=O)[O-])cc1)NNC(=O)Nc1cccc(F)c1,-3%,-6%,-4%,9,3%,-7%,4%,0%,-6%,-0.9%,2%
COCCSc1ccccc1C(=O)Nc1ccc(S(=O)(=O)N2CCOCC2)cc1,13%,-8%,2%,6,1%,0%,0%,-6%,0%,-0.2%,-1%
COc1ccc(Cl)cc1NC(=O)CCN1CCN(Cc2ccccc2)CC1,-19%,8%,-3%,6,0%,-2%,5%,-14%,-5%,0.3%,-3%
COC(=O)c1cc(C(=O)Nc2ccc(S(=O)(=O)NC(C)(C)C)cc2)cc([N+](=O)[O-])c1,-1%,0%,-2%,17,-1%,5%,4%,?,-2%,-0.6%,2%
Nc1nonc1-n1nnc(C(=O)N/N=C/c2ccccn2)c1-c1ccccc1,-2%,8%,-1%,-11,1%,0%,3%,-8%,1%,5.9%,-7%
Cc1cc(Cl)ccc1OCC(=O)NNC(=O)c1ccc(=O)[nH]c1,2%,-25%,-3%,-10,0%,nt,2%,2%,1%,-0.1%,0%
CC(C)(O)C1=NOC(c2ccccc2)C1 (configuration not stated),-10%,-4%,-24%,5,0%,-1%,?,-2%,-3%,-0.8%,-11%
Cn1cnc([N+](=O)[O-])c1Sc1ncn[nH]1,-9%,5%,2%,12,1%,-16%,?,9%,-1%,-0.6%,1%
COCCNC(=S)N1CCN(C/C=C/c2ccccc2)CC1,1%,-6%,6%,0,-2%,2%,5%,4%,1%,-0.7%,-1%
COc1ccc(C(=O)Oc2ccc(F)cc2C(=O)/C=C/c2ccc(OC)c(OC)c2)cc1,-15%,-3%,9%[46.1 µM],-2,1%,3%,?,?,?,0.6%,0%
COc1ccc(C)cc1S(=O)(=O)N1CCN(C/C=C/c2ccccc2)CC1,-1%,?,-5%,22,3%,6%,-4%,-8%,-4%,0.0%,0%
O=C(Nc1ccc(C(F)(F)F)cc1)c1csc(-c2ccncc2)n1,-3%,1%,-14%,?,-2%,24%,-1%,?,3%,0.1%,-1%
Cc1noc(C)c1-c1ccc2ncnc(NCc3cccc(-c4ccccc4)c3)c2c1,nt,-2%,nt,-30,3%,-18%,?,nt,-4%,4.4%,nt
Cc1cc(C)nc(Nc2nc(-c3ccccc3)cs2)n1,?,-4%,-2%,-17,2%,-18%,?,?,-1%,-0.2%,-1%
COC(=O)c1cc(S(=O)(=O)N(C)Cc2ccco2)c[nH]1,-4%,2%,-3%,7,4%,2%,-2%,2%,2%,-0.9%,0%
O=[N+]([O-])c1cccnc1N1CCN(Cc2ccc3c(c2)OCO3)CC1,1%,1%,2%,16,2%,-2%,?,0%,1%,-0.2%,-3%
CCCC(C)NC(=O)CSc1nc(-c2ccccc2)cn1N (configuration not stated),3%,11%,1%,-8,1%,-3%,?,?,-5%,0.1%,-2%
CCNC(=O)NC(=O)COC(=O)CNC(=O)COc1ccccc1,7%,-9%,3%,-6,0%,-4%,?,8%,-8%,-0.2%,-2%
Cc1ccc(/C=C2\SC(=S)N(C3CCS(=O)(=O)C3)C2=O)o1 (configuration not stated),?,12%,1%,-3,3%,-7%,?,?,-3%,-0.3%,-5%
COc1ccc(S(=O)(=O)N2CCC(C(=O)N[C@@H](C)C(=O)NCc3ccncc3)CC2)cc1,3%,5%,-3%,-5,2%,-1%,-1%,1%,-1%,0.3%,-2%
CCOC(=O)CN1C(c2ccc(O)cc2)Nc2ccc(Br)cc2C1c1ccccc1 (configuration not stated),-2%,-4%,2%[46.1 µM],1,0%,13%,20%,?,0%,-0.5%,-3%
COc1cccc(NC(=S)NN2C(C)CCCC2C)c1 (configuration not stated),-1%,-3%,5%[46.1 µM],11,5%,-2%,-5%,-15%,0%,-0.4%,2%
COc1ccc(N(C(C)C(=O)NN=C2CCCC2)S(C)(=O)=O)cc1 (configuration not stated),31%[activator],11%,-2%,24,1%,22%,0%,16%,2%,-0.1%,-1%
NC(=O)c1cnn2c(-c3cccc(C(F)(F)F)c3)ccnc12,-1%,-11%,-1%,-6,-1%,10%,-2%,3%,0%,-0.6%,-1%
Cc1ccc(C(CNS(=O)(=O)c2ccc(F)cc2C)N2CCN(C)CC2)cc1 (configuration not stated),3%,2%,-3%,-1,1%,-3%,?,?,0%,0.2%,-1%
COC(=O)[C@H](CC(C)C)NC(=O)N1CCCCC1C (some centres not stated),6%,15%,5%,-11,2%,1%,-3%,2%,3%,-0.4%,-5%
O=C(Nc1cccc(NC(=O)c2cccs2)c1)c1ccc(F)cc1,-1%,6%,11%,-1,-3%,0%,?,-5%,5%,0.0%,1%
COc1ccc(N=Cc2cccc(C)c2O)cc1Cl,2%,3%,-6%[46.1 µM],-5,2%,-12%,3%,9%,-5%,-0.2%,2%
Cc1cc(C)nc(SCC(=O)NNS(=O)(=O)c2ccc(C#N)cc2)n1,4%,15%,-3%,-2,3%,7%,13%,0%,-6%,-0.1%,-5%
CCCc1nnc(SCC(=O)N2CCOCC2)n1CC1CCCO1 (configuration not stated),3%,-6%,4%,-12,-1%,-4%,8%,18%,-8%,0.1%,-5%
